PolyA inhibitor: inhibitors of polyadenylation in S. cerevisiae; S. cerevisiae SKY197-pL101 polyadenylation reporter, beta-gal luminescence; efflux-impaired pdr1/pdr3 knockout yeast; score 100 = 6 SD above DMSO; calls only at 12 µM; 300,000 compounds, 0.02% hits;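 active = lowest replicate activity score at least 50, where 100 means six control SD above control mean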;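 note: yeast exposed to compound for 9 h at 30 °C; higher score means more reporter readthrough which indicates perturbed polyadenylation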
KCNK9 block: human KCNK9 channel inhibition; Q9NPC2; B-score at 10 µM; 310,000 compounds, 1.2% hits; HEK293 KCNK9, FluxOR thallium flux fluorescence; stronger effect = lower value;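 active = ratio B-score over 3 SD below the library mean, with starting fluorescence within 5 SD of its mean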;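 note: negative B-score means less thallium flux so channel inhibition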
TRPC4 act: opens the mouse TRPC4 cation channel | HEK293 TRPC4beta/mu-opioid, Fluo4 calcium fluorescence; stronger effect = higher value | AID 2237 | 310,000 compounds, 0.49% hits | Q9QUQ5 | B-score at 10 µM;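 active = B-score above 5 SD of library B-scores, and initial fluorescence ratio not above library mean plus 5 SD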;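 note: positive B-score marks a calcium rise read as TRPC4 activation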
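System – HEK293 cells stably co-expressing mouse TRPC4beta and mu-opioid receptor · Signal – Fluo4 calcium-sensitive dye fluorescence, kinetic, 1 Hz baseline · Benchmarks – buffer (low) and maximal DAMGO (high) · Read-out – B score of integrated fluorescence ratio per well · Incubation – dye loading 45 min room temperature, 110 s kinetic read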
DYRK1A inh: inhibitors of rat Dyrk1A kinase; Q63470; ADP-Glo luminescence, NFATc1 peptide; inhibition, % at 12.5 µM; 310,000 compounds, 0.43% hits; AID 504441; in the data active = inhibition above about 50%;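 note: plate controls were vehicle with enzyme for no effect and no enzyme for full effect; many of its hits are not listed in these tables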
Platelet DG rel: platelet dense granule release activity. human platelet-rich plasma, SFLLRN dense granule ATP release, luminescence. 300,000 compounds, 0.22% hits. inhibition, %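 (compounds screened at 7.5 µM in platelet-rich plasma)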;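 active = mean replicate score, as percent of positive control, at or above 50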
KCNQ1 act: potentiates or activates the human KCNQ1 potassium channel; B-score at 10 µM; 310,000 compounds, 0.35% hits; AID 2648; P51787; CHO-K1 KCNQ1, thallium flux FluxOR fluorescence; stronger effect = higher value;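 active = fluorescence ratio B-score, a plate-corrected score, at least three library SD, with initial intensity B-score within 5 SD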
Target sequence (P51787 whole entry, looked up): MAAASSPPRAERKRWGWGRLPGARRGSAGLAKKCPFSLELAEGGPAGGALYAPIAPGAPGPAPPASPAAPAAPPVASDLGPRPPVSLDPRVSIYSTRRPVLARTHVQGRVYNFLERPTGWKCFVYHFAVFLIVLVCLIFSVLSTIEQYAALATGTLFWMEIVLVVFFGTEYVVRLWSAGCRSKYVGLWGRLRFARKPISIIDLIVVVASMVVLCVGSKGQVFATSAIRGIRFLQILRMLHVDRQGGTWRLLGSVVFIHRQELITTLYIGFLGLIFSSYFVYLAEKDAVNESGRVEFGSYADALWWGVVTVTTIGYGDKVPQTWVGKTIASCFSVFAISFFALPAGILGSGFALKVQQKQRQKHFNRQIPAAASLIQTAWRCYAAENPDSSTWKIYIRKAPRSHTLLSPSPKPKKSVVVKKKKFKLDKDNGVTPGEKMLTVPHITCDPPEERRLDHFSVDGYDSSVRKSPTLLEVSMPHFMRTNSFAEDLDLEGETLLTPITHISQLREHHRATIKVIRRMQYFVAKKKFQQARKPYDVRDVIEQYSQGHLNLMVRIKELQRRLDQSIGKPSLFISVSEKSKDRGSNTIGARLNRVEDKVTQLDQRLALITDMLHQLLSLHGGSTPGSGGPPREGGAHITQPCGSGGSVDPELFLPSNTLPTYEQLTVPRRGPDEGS
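System: CHO-K1 cells stably expressing KCNQ1 / Medium: assay buffer for compound exposure, DMSO matched across wells / Reagent: thallium- and potassium-containing depolarizing buffer / Compound: one concentration, matched DMSO / Incubation: 20 min compound pretreatment at room temperature / Measured by: kinetic FluxOR fluorescence, 10 s baseline plus 110 s post-stimulus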
KCNQ1 block: human KCNQ1 channel inhibition; P51787; CHO-K1 KCNQ1, FluxOR thallium flux fluorescence; stronger effect = higher value; B-score at 10 µM; 310,000 compounds, 1.3% hits;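 active = compounds whose thallium flux B-score, printed positive for inhibition, exceeds three library SD while starting fluorescence stays within three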;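 note: channel opened by potassium depolarization with thallium stimulus after 20 min compound exposure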
KCNK3 block: human KCNK3 channel inhibition, primary screen; B-score at 10 µM; 340,000 compounds, 0.84% hits; O14649; CHO-KCNK3 thallium flux, FluxOR fluorescence; stronger effect = lower value;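 active = B-score under library mean minus 4 SD, starting fluorescence ratio at most library mean plus 5 SD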;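 note: more negative B-score means stronger inhibition of thallium flux through KCNK3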
Target sequence (O14649 whole entry, looked up): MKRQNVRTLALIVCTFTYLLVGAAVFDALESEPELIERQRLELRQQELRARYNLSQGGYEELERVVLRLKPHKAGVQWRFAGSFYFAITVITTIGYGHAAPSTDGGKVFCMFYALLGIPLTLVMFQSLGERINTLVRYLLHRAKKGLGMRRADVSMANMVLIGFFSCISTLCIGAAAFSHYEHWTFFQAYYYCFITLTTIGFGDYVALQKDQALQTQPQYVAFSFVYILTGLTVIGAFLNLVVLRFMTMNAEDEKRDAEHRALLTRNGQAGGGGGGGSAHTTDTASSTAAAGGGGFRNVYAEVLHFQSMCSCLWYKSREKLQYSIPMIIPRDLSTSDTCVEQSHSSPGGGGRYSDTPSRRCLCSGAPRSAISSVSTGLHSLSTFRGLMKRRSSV
TRPC4 block: inhibitors of mouse TRPC4 channel; Q9QUQ5; HEK293 TRPC4beta/mu-opioid, DAMGO-evoked Fluo4 calcium flux; stronger effect = lower value; B-score at 10 µM; 300,000 compounds, 0.39% hits;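 active = B-score over 3 SD under the library average, no early fluorescence shift, positive overall ratio signal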
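Assay system: Stable TRPC4beta/mu-opioid receptor HEK293 cells | Reagent: DAMGO in two steps, submaximal then maximal | Compound dosing: Single concentration per test compound | Signal: Fluo4 Ca2+ flux fluorescence | Evaluation: Per-well B score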
TRPC4 potent: TRPC4 (mouse) allosteric potentiation | Q9QUQ5 | HEK293 TRPC4beta/mu-opioid, DAMGO EC20, Fluo-4 Ca2+ flux; stronger effect = higher value | B-score at 10 µM | 310,000 compounds, 0.42% hits;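 active = B-score of calcium response area above 5 SD of library B-scores, with initial fluorescence ratio within 5 SD of library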;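 note: B-score of integrated fluorescence ratio over time as area under calcium response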
hERG rescue: shields human hERG channel from block by proarrhythmic agents; Q12809; CHO-hERG, FluxOR thallium flux, dofetilide IC70 present; activation (rescue from dofetilide block), less the hit threshold, % at 10 µM; 310,000 compounds, 0.51% hits; AID 1511;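 active = activation above the mean of controls blocked by dofetilide plus 5 SD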;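 note: thallium influx through hERG after potassium depolarization seen as dye fluorescence rise; in these data hits start at about 4.7%; inactives centre near -7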
Numbers without * were called inactive; i = inactive; . = not tested or not shown. An excerpt; the hit share may differ from the screen's.

SMILES	PolyA inhibitor	KCNK9 block	TRPC4 act	DYRK1A inh	Platelet DG rel	KCNQ1 act	KCNQ1 block	KCNK3 block	TRPC4 block	TRPC4 potent	hERG rescue
Cc1ccc(S(=O)(=O)/N=C2\SC(CC(=O)Nc3ccc(F)cc3)C(=O)N2c2ccccc2)cc1 (centres undefined)	i	i	i	-4	24	i	i	i	i	i	-3
Cc1cc(NC(=O)c2ccco2)ccc1NC(=O)c1ccco1	i	i	i	1	16	i	i	i	i	i	-8
Cc1nn(C)cc1CNC(=O)C1(C)CC1(Cl)Cl (centres undefined)	i	i	i	11	6	i	i	i	i	i	-4
CC(C)CC1NC(=O)N(CC(=O)N2CCCc3ccccc32)C1=O (centres undefined)	i	i	i	-5	7	i	i	i	i	i	-6
CC(=O)O/C(=C\c1cn(C(C)=O)c2ccccc12)C(=O)O	i	i	i	-7	6	i	i	i	i	i	-10
COC(=O)C1Cc2c([nH]c3ccccc23)CN1 (centres undefined)	i	i	i	7	-3	i	i	i	i	i	-14
COc1ccc2c(c1)C(C1=C(O)CC(C)(C)CC1=O)C1=C(CC(C)(C)CC1=O)O2 (centres undefined)	i	i	i	39	1	i	i	i	i	i	-12
C=Cc1ccc(C(=O)N2CCCC(Nc3ccc4c(c3)OCCO4)C2)cc1 (centres undefined)	i	i	i	-4	4	i	i	i	i	i	-4
O=C(Nc1ccccc1Br)C1CCN(C(=O)Cc2ccccc2)CC1	i	i	i	.	-16	i	i	i	i	i	-3
CCn1c(=O)c(=O)[nH]c2cc(C(=O)N(C)Cc3ccc(OC)c(F)c3)ccc21	i	i	i	6	43	i	i	i	i	i	-3
CC(=O)N1CCC(=NNc2ccc(S(=O)(=O)N3CCOCC3)cc2[N+](=O)[O-])CC1	i	i	i	-1	4	i	i	i	i	i	-11
N#Cc1nc(-c2ccccc2F)oc1NCCc1ccccc1	i	i	i	15	1	i	i	i	i	i	-13
CCOC(=O)C(=O)NCc1ccc(/C=C2/N=C(C)C(C(=O)OCC)=C2O)o1	i	i	i	4	4	i	i	i	i	i	-7
CC1(C)Nc2ccccc2N(CC(=O)N2CCCCC2)C1=O	i	i	i	2	2	i	i	i	i	i	-8
O=C(COc1ccc(Br)cc1)NCCCNC(=O)c1cnccn1	i	i	i	3	-1	i	i	i	i	i	-10
CCCCC(=O)NC(c1ccc(C(C)C)cc1)c1ccc2cccnc2c1O (centres undefined)	i	i	i	5	3	i	i	i	i	i	-8
CCOC(=O)CCc1c(C(=O)OCC)[nH]c(CC)c1C(=O)OCc1ccccc1	i	i	i	1	-16	i	i	i	i	i	-25
CCC(C)(C)n1nnnc1C(c1cc2cc(C)ccc2[nH]c1=O)N1CCCc2ccccc21 (centres undefined)	i	i	i	-5	-7	i	i	i	i	i	-3
COC(=O)c1ccc(C(=O)OC)c(=O)[nH]1	i	i	i	3	3	i	i	i	i	i	-8
Cc1oncc1-c1csc(-c2ccccc2)n1	i	i	i	-7	-4	i	i	i	i	i	-8
Cc1cc([N+](=O)[O-])nn1CCCC(=O)NC(C)c1ccccc1 (centres undefined)	i	i	i	-5	5	i	i	i	i	i	-12
O=C(O)c1ccc(CSc2nnc(-c3cccnc3)n2-c2ccc(Br)cc2)cc1	i	i	i	1	-8	i	i	i	i	i	-9
CON/C=C(\C=Nc1ccc(C(F)(F)F)cc1)c1ncc(C(F)(F)F)cc1Cl	i	i	i	-5	2	i	i	i	i	i	-13
c1ccc(COc2nsnc2N2CCOCC2)cc1	.	i	i	3	9	i	i	i	i	i	-10
COc1cc(C2=NOC(C(=O)N3CCCCCC3)C2)cc(OC)c1OC (centres undefined)	i	i	i	-4	-8	i	i	i	i	i	-7
Cc1ccc(N/C=C2/Sc3ccccc3NC2=O)cc1	i	i	i	9	8	i	i	i	i	i	-12
COc1cccc(Cn2nnc(C(=O)Nc3ccc(C)cc3)c2N)c1	i	i	i	7	6	i	i	i	i	i	-8
COC(=O)c1oc2ccc(Br)cc2c1NC(=O)CCCN1C(=O)c2ccccc2C1=O	i	i	i	1	-20	i	i	i	i	i	-12
CC1(C)C2CCC1(C)C(OC(=O)CC(=O)O)C2 (centres undefined)	i	i	i	.	3	i	i	.	i	i	-6
Cc1cccc2cc(CN(CCN3CCOCC3)C(=O)Nc3ccccc3F)c(=O)[nH]c12	i	i	i	0	10	i	i	i	i	i	-6
COc1ccc2c(c1)-c1c(sn(-c3ccccc3)c1=S)C(C)(C)N2	.	i	i	1	-5	i	i	i	i	i	-3
O=C(CSc1nnc(-c2ccc(Br)cc2)n1CCc1ccccc1)NC1CCS(=O)(=O)C1 (centres undefined)	i	i	i	2	-3	i	i	i	i	i	-18
O=C(c1ccc(OC2CCN(C(=O)C3CC3)CC2)cc1)N(CCO)Cc1ccccc1	i	i	i	5	15	i	i	i	i	i	-10
COc1ccc(N2CC(NS(=O)(=O)c3cccnc3)CC2=O)cc1OC (centres undefined)	i	i	i	-3	0	i	i	i	i	i	-7
CCC(C)Oc1nc(C)cc(C)c1S(=O)(=O)c1ccccc1C (centres undefined)	i	i	i	3	1	i	i	i	i	i	-14
COc1ccc(CNc2ccc(C(=O)O)cc2)cc1	i	i	i	-3	-2	i	i	i	i	i	-13
CN(CC(=O)NCc1ccccc1Cl)S(=O)(=O)c1cccs1	i	i	i	2	9	i	i	i	i	i	-13
CC(=O)C(Cc1ccccc1)NC(=O)CN1CCN(Cc2ccccc2)CC1 (centres undefined)	i	i	i	-3	-1	i	i	i	i	i	-9
O=C(NCCN1CCN(C(=O)c2cccs2)CC1)c1cccs1	i	i	i	24	4	i	i	i	i	i	-2
COc1ccc(C2CC(c3cccs3)=NN2c2ccc(F)cc2)cc1OC (centres undefined)	i	-7.9*	i	-1	-5	i	i	i	.	i	-19
COc1ccc(/C=N/n2c(C)nc3c([nH]c4ccccc43)c2=O)cc1CN1CCCC(C)(C)C1	i	i	i	-10	4	i	i	i	i	i	-18
CN(C)C(=O)c1ccc(-c2n[nH]c(=O)c3ccccc23)cc1	i	i	i	2	-1	i	i	i	i	i	-20
COCc1cc(C)nc2sc(C(=O)Nc3ccc(OC)cc3)c(N)c12	i	i	i	.	-2	i	i	i	i	i	-5
CCOC(=O)C1=C(COC(=O)c2cccc(N(C)C)c2)NC(=O)NC1C (centres undefined)	i	i	i	7	9	i	i	i	i	i	-19
CNC(=O)NC(=O)COC(=O)CCCSc1nc2ccccc2s1	i	i	i	0	1	i	i	i	i	i	-5

Reformatted: entries from further up.
> CCOC(=O)C1=C(COC(=O)c2cccc(N(C)C)c2)NC(=O)NC1C (centres undefined)
  PolyA inhibitor = i; KCNK9 block = i; TRPC4 act = i; DYRK1A inh = 7; Platelet DG rel = 9; KCNQ1 act = i; KCNQ1 block = i; KCNK3 block = i; TRPC4 block = i; TRPC4 potent = i; hERG rescue = -19
> CNC(=O)NC(=O)COC(=O)CCCSc1nc2ccccc2s1
  PolyA inhibitor = i; KCNK9 block = i; TRPC4 act = i; DYRK1A inh = 0; Platelet DG rel = 1; KCNQ1 act = i; KCNQ1 block = i; KCNK3 block = i; TRPC4 block = i; TRPC4 potent = i; hERG rescue = -5

Other records follow.
SMILES	PolyA inhibitor	KCNK9 block	TRPC4 act	DYRK1A inh	Platelet DG rel	KCNQ1 act	KCNQ1 block	KCNK3 block	TRPC4 block	TRPC4 potent	hERG rescue
CCCc1nn2c(=O)cc(CSCC(=O)Nc3nnc(CC)s3)nc2s1	i	i	i	4	1	i	i	i	i	i	-2
O=c1c2cc3c(cc2[nH]c(=S)n1Cc1ccco1)OCO3	i	i	i	3	-1	i	i	i	i	i	-16
CCn1c(COc2ccc(Cl)cc2)nnc1SCc1nc2ccccc2[nH]1	i	i	i	-2	-2	i	i	i	i	i	-11
Cc1nc2ccccn2c1C(=O)CSc1cccc(Cl)c1	i	i	i	6	8	i	i	i	i	i	-15
COc1ccc(N2C(=O)CC(N3CCC(C(N)=O)CC3)C2=O)cc1 (centres undefined)	i	i	i	-1	-3	i	i	i	i	i	-11
COc1ccc(S(=O)(=O)NN=C2CCCC2)cc1	i	i	i	1	-10	i	i	i	i	i	-9
COc1ccccc1-n1cnc2cc(NCc3ccco3)ccc21	i	i	i	3	-1	i	i	i	i	i	-6
Cc1ccn2c(C(=O)N/N=C\c3ccccc3[N+](=O)[O-])c(C)nc2c1	i	i	i	7	-4	i	i	i	i	i	1
CC(C)C[C@@H](C(=O)NC1CCN(Cc2ccccc2)CC1)N1C(=O)N2CCc3c([nH]c4ccccc34)[C@@]2(C)C1=O	i	i	i	0	-4	i	i	i	i	i	-13
O=C(CCCN1C(=O)/C(=C/c2cccc(Br)c2)SC1=S)NCCCN1CCOCC1	i	i	i	-3	2	i	i	i	i	i	-13
CN1CCCN(Cc2nc(-c3ccc(Cl)cc3)no2)CC1	i	i	i	-1	4	i	i	i	i	i	-5
C=Cc1ccc(Cn2nc(-c3ccc(C)cc3)ccc2=O)cc1	i	i	i	.	0	i	i	i	i	i	-5
O=c1c2[nH]c3ccc(F)cc3c2ncn1CCCN1CCOCC1	i	i	i	12	8	i	i	i	i	i	-6
COc1ccc(C)cc1N(CC(=O)N/N=C/c1ccccc1C(=O)O)S(=O)(=O)c1ccccc1	i	i	i	-66	0	i	i	i	i	i	-3
COc1ccc(CN2CCC(CO)(Cc3ccccc3)CC2)cc1Cn1cccn1	i	i	i	-2	7	i	i	i	i	i	-7
CC(Oc1ccccc1)C(=O)Nc1cc(Cl)ccc1-n1cncn1 (centres undefined)	i	i	i	5	-5	i	i	i	i	i	-12
COc1ccc(OC)c(N(CC(=O)NCCSCc2ccco2)S(=O)(=O)c2ccccc2)c1	i	i	i	-7	1	i	i	i	i	i	-11
Cc1ccc(C)c(NC(=O)CCn2nc(C)cc2C)c1	i	i	i	0	4	i	i	i	i	i	1
CNC(=O)c1ccc(-c2sc3nc(N4CCOCC4)c4c(c3c2N)CC(C)(C)OC4)o1	i	i	i	.	14	i	i	i	i	i	-5
COc1cccc(C(=O)Nc2cccc3cccnc23)c1OC	i	i	i	4	-1	i	i	i	i	i	-1
CN(C)Cc1c(C(=O)N/N=C/c2cccc(OCc3c(F)cccc3Cl)c2)nnn1-c1nonc1N	i	i	i	-4	-21	i	i	i	i	i	-7

High-throughput results as filed in PubChem.
